All columns: NCI-60 one-dose screen, growth in % after 48 h at 10 µM unless noted; 100 = growth as untreated, 0 = no growth, -100 = all killed.
HL-60(TB): HL-60(TB) leukemia cells. hit rate 9% among 78,000. AID 1794776; active means growth percent below 10
An asterisk follows results filed as active; & = joins results of further samples; [ ] = remark or other dose. A portion of the library (hit frequency here may not be typical).

SMILES	HL-60(TB)
COc1ccc(C(=O)/C=C/c2ccc(C(C)C)cc2)cc1	105
Nc1ccc(N2N=C(N3CCCC3)CC2=O)cc1	77
CS(=O)(=O)c1nccc(-c2c(-c3cccc(OCc4ccc(F)cc4)c3)nc3sccn23)n1	44
CCOC(=O)c1c2ncccc2n2c(=O)n(-c3cccc(Cl)c3)nnc12	96
Nc1ccc(S(=O)(=O)C(=O)O)cc1	77
COc1cc(C2C(C(=O)OCc3ccccc3)=C(C)Nc3nc4ccccc4n32)cc(OC)c1OC (stereo unspecified)	16
CCCCC(CC)COC(=O)Cc1ccccc1 (stereo unspecified)	100
CCCCN1CCCC[C@@H]1C(=O)N[C@H](C(=O)N(C)[C@H](C[C@@H](OC(C)=O)c1nc(C(=O)NC2CCC(C(=O)O)CC2)cs1)C(C)C)C(C)C (stereo partly specified)	96
COc1ccc2[nH]cc(-c3cc4nc(-c5cn(C)c6ncc(Br)cc56)cc(N)n4n3)c2c1	-61*
CC/C=C\C[C@H](O)C/C=C1/C(=O)C=C[C@@H]1C/C=C\CCCC(=O)O	75
Nc1ncnc2c1ncn2C1OCC(O)C1O (stereo unspecified)	111
COc1ccc(C(=O)CCN(Cc2ccccc2)Cc2cc(OC)c(OC)c(OC)c2)cc1	105
C=CC(C#N)OC(C)=O (stereo unspecified)	107
Cc1ccc(-n2nc(C(=O)O)c(N3CCCCC3)n2)cc1	99
Cc1nc2nc3c(c(C)nn3-c3ccccc3)c(-c3ccc(Cl)cc3)c2c(=O)[nH]1	103
CC(C)c1cc(C(C)C)n2nc(N)nc2n1	78
CCOC(=O)C1=C(C)O/C(=C/c2ccc(OC)cc2)C1=O	97
O=C1C(c2[nH]c3ccccc3c2O)=Nc2ccccc21	112
CCCCCCCCCCCCNC(=O)C(C)O (stereo unspecified)	81
CC12CC(C#N)CCC1O2 (stereo unspecified)	101
COc1cc(C2CC(c3ccc(N)cc3)=NN2c2ccccc2)cc(OC)c1OC (stereo unspecified)	69
O=S1(=O)O[C@H]2CCCC[C@H]2O1	89
O=C(Cc1ccc(/C=C/C(=O)c2ncc[nH]2)cc1)Nc1ccc(F)cc1	-17*
C/C(CC(C)(C)C)=N/O	91
COc1ccc(C2=NN(c3nc(-c4ccc(OC)cc4)c(C#N)c(=O)n3C)C(=O)CC2)cc1	99
CNC(Cc1ccc(C)cc1)c1ccc(OC)cc1 (stereo unspecified)	78
COc1ccc(C(=O)c2cc(OC)c(OC)c(OC)c2)cc1OC(C)=O	-37*
COC(=O)[C@@]1(/C=C/c2ccccc2)C(=O)N(c2ccc(OC)cc2)[C@@]1(C(=O)OC)c1ccc([N+](=O)[O-])cc1	100
COc1ccc(/C=C(/C(=O)N2CCN(c3ccc(C)cc3)CC2)c2cc(OC)c(OC)c(OC)c2)cc1N	-24*
CCCCCCCCCCCCCCCC[N+](C)(C)CCCNS(=O)(=O)c1ccc(C#N)cc1	109
CC(C(c1ccccc1)C(Br)C(=O)c1ccccc1)[N+](=O)[O-] (stereo unspecified)	101
Nc1cccc2c(O)cc(S(=O)(=O)O)cc12	88&104
CCN(CC)c1ccc(C(=C2C=CC(=[N+](CC)Cc3cccc(S(=O)(=O)O)c3)C=C2)c2ccc(N(CC)Cc3cccc(S(=O)(=O)O)c3)cc2)cc1	-22*
CCN(CC)C1CCC(Nc2ccnc3cc(Cl)ccc23)CC1 (stereo unspecified)	90
Cc1cccc2nc3ccccc3c(Nc3ccc(NS(C)(=O)=O)cc3)c12	1.1*
Cc1c(C(=O)CCl)c(=O)n(-c2ccccc2)n1C	57
COc1ccc(N/C=C/C(=O)c2ccc3c(c2)Nc2ccccc2S3)cc1	102
COC(=O)c1nc2cc(-c3ccc(OC)cc3)cnc2n1C	79
CCCCCCOc1ccc(/C=N/Nc2cc(C)nc3ccc(Cl)cc23)cc1	8.2*
CCN1C2=C(SC(=S)C1=C1SC(C(=O)c3ccccc3)=C(C(=O)c3ccccc3)S1)SC(=Nc1ccccc1)C2=O	83
CCN(CC)CCCC(C)Nc1ccnc2ccc(N(C)C)cc12 (stereo unspecified)	113
COc1ccc(-c2ccnc(SCc3cc4cc(Cl)ccc4[nH]c3=O)n2)cc1	120
Clc1ccc(-c2nnc(CNc3ncccn3)o2)cc1	113
COc1cccc(-c2nc3sccn3c2-c2ccnc(NCCN3CCCNS3(=O)=O)n2)c1	108
COc1cc2cc(CN3CCN(c4nccc(-c5ccc(Cl)cc5)n4)CC3)c(=O)[nH]c2cc1OC	96
CCCCCCCCCCCCCCCC(=O)NS(=O)(=O)OC[C@H]1O[C@@H](n2cnc3c(N)ncnc32)[C@H](O)[C@@H]1O	-12*
CNC(=S)N1c2ccccc2NC(=O)CC1C (stereo unspecified)	99
COc1ccc2c(C3(c4cn(C)c5cc(OC)ccc45)C(=O)Nc4ccc(Cl)cc43)cn(C)c2c1	32
CC(NC(=O)c1ccc2ccccc2n1)C(=O)O (stereo unspecified)	79
COc1cc(CC(=O)c2ccc(O)c(OC)c2)ccc1O	87
Nc1nn2c(-c3ccc(F)cc3)ccnc2c1N=Nc1ccc(S(N)(=O)=O)cc1	99
C=C(C)[C@@H]1CC[C@]2(COC(=O)Oc3ccc([N+](=O)[O-])cc3)CC[C@]3(C)[C@H](CC[C@@H]4[C@@]5(C)CC[C@H](O)C(C)(C)[C@@H]5CC[C@]43C)[C@@H]12	107
S=C1NCCNC(=S)SSSS1	116
COc1ccc(-c2ccc(-c3ccc(C(=N)N)cc3)s2)cc1OC	99
NC(=S)c1cnccn1	92
O=C(O)CC1(CC(=O)O)CCCCC1	106
CC(C)(C)NC(=O)c1c(-c2ccccc2)nc(SCc2cc(=O)oc3ccc(F)cc23)[nH]c1=O	101
CC(=O)Nc1cccc(NC(C)=O)c1	100
O=C(O)C1C2c3ccccc3C(=O)C1(C(=O)O)c1ccccc12 (stereo unspecified)	147
CN(CCC(=O)/C(=C\c1ccccc1)c1ccc(Cl)cc1)Cc1ccccc1	41

Two records picked at random from the list so far, as already listed:
SMILES	HL-60(TB)
CN(CCC(=O)/C(=C\c1ccccc1)c1ccc(Cl)cc1)Cc1ccccc1	41
Nc1nn2c(-c3ccc(F)cc3)ccnc2c1N=Nc1ccc(S(N)(=O)=O)cc1	99

Next part
SMILES	HL-60(TB)
c1ccc(Nc2cccc3c(Nc4ccccc4)cccc23)cc1	76
COc1ccc(/C=C/c2nc(Nc3ccc(N)cc3)c3ccccc3n2)cc1	92
COc1ccc(N=C(C)CC(C)=O)cc1	135
Clc1ccc(-c2nc3c4c(-c5ccccc5)c(-c5ccccc5)oc4ncn3n2)cc1	91
CC(=O)OCC1O[C@@H](Oc2ccc3c(C)cc(=O)oc3c2)C(OC(C)=O)[C@@H](OC(C)=O)[C@H]1OC(C)=O (stereo partly specified)	108
OCC1CCCN(Cc2ccc(-c3ccccc3)cc2)C1 (stereo unspecified)	86
CC(=O)N(N=O)c1c(Cl)cc(Br)cc1Br	96
COc1ccc(Oc2nc(Nc3ccc(N4CCOCC4)cc3)ncc2NC(=O)c2ccc3c(c2)OCO3)cc1	84
COc1ccc(-c2ccc(-c3ccc(C(=N)N)cn3)s2)cc1Cl	-55*
O=c1/c(=C\c2ccc(-c3ccccc3)o2)sc2nc(Cc3ccccc3)nn12	104
COCCCN(C(=O)c1cccc(C)c1)c1c(N)n(Cc2ccccc2)c(=O)[nH]c1=O	98
O=C(O)c1ccc(C(=O)c2ccc([N+](=O)[O-])cc2)cc1	100
COc1ccccc1Cn1cc(C#N)c(N)c1C(=O)c1ccc(C)cc1	104
O=C1CC(N2CCC(Oc3ccc4c(c3)OCO4)CC2)C(=O)N1c1ccccc1 (stereo unspecified)	90
CC(C)CNc1c(F)cc(C(=O)NC2CCCCC2)c(F)c1F	60
COc1cccc(Br)n1	98
O=c1oc2c(O)cc(O)cc2cc1-c1ccccc1	79
COc1ccc(OC)c(/C=C/C(=O)c2ccc(NC(=O)COc3cccc4cccnc34)cc2)c1	54
CCCC(=O)OCc1ccc(OC)cc1	73
CCCCN(CCCC)CCCn1c(-c2ccccc2)ccc1-c1ccccc1	62
CSc1ccc(C(=NNS(=O)(=O)c2ccc(C)cc2)c2ccc(F)cc2)cc1	104
Cc1nc2c([N+](=O)[O-])c(Cl)c(Cl)cc2n1Cc1ccc(B2OC(=O)CN(C)CC(=O)O2)cc1	44
Cc1ccc(CNc2ccc(Cl)cc2NCc2ccc(C)c(O)c2)cc1O	8.4*
NCCC[C@@H](N)C[C@H]1O[C@@H](n2cnc3c(N)ncnc32)[C@H](O)[C@@H]1O	107[100 µM]
CC1(C)COCN1COCCOCN1COCC1(C)C	97
C=CC(C)(C)c1[nH]c2ccccc2c1C[C@@H]1NC(=O)[C@@H]2CCCN2C1=O	28
CCOC(=O)CCNC(=O)CCC(=O)NS(=O)(=O)c1ccccc1	96
Cc1cc(C)c(S(=O)(=O)NN)c(C)c1	111
C/C=C\C(=O)O[C@@H]1CC2O[C@@H]3C=C(C)C(=O)C[C@]3(C)[C@]1(C)[C@]21CO1	-47*
Nc1nc2[nH]c(=S)[nH]c2c(=O)[nH]1	78
C=CCc1c(O)c(C=O)c(OC)c2c(=O)cc(-c3ccc(OC)cc3)oc12	106
CC1=CC(=O)N(c2cccc3c(N4C(=O)C=C(C)C4=O)cccc23)C1=O	-1.5*
COc1ccc(-c2nc(SCCC(C)C)nc(Nc3ccc(F)c(Cl)c3)c2C#N)cc1	107
Nc1nc(N)nc(Oc2ccccc2)n1	104
O=C1SC(c2ccccc2)=S=C1c1ccccc1	114
O=c1nc(N2CCOCC2)oc2ccc(-c3cccc4c3sc3ccccc34)cc12	110
Cc1c(C(=O)Nc2nc3ccccc3s2)cnn1-c1ccccc1Cl	61
COc1ccc(NC(=O)CSc2nc(-c3cnccn3)cc(-c3cccs3)c2C#N)cc1	109
C/C(=N/NC(N)=O)c1ccc([N+](=O)[O-])o1	111
N#C/C(=C\NC(=S)Nc1ccccc1Cl)C(=O)c1ccc2ccccc2c1	105
O=C(Cn1c(=O)sc2nc3ccccc3nc21)Nc1ncc(Cc2ccc(F)cc2)s1	97
NS(=O)(=O)c1ccc(C(=O)NN2C(=O)c3cccc4cccc(c34)C2=O)cc1	104
CC(=O)N/N=C/c1ccc2c(c1)CCC2	121
Clc1ccc(-c2noc(CN3CCOCC3)n2)cc1	94
CC(C)NC(C)C	108
CCOC(=O)C1=C(C)NC(SCc2nc(C)c(C)nc2C)N=C1c1ccc(C#N)cc1 (stereo unspecified)	97
COc1cccc(CNc2ccnc3oc4ccc(N)cc4c23)c1	54
COc1ccc(C2CC(n3nnnc3-c3ccccc3)=NN2)cc1 (stereo unspecified)	4.1*
CC(NCCCSc1ccccc1)C(O)c1ccc(O)cc1 (stereo unspecified)	87
CC(C)CNc1nc(-c2ccc(Cl)cc2)n2ncc(C#N)c2n1	97
Cn1c(=O)[nH]c(=O)c2nc(CCC(=O)NCc3ccc(C(=O)O)cc3)c(=O)[nH]c21	100
CC(=O)N1N=C(c2ccc(Br)cc2)CC1c1ccc(C)s1 (stereo unspecified)	91
c1ccc2c(c1)cnc1c3ccccc3n(CCCn3ccnc3)c21	64
COC(CN)c1ccccc1 (stereo unspecified)	101
COC(=O)c1c[n+]([O-])ccc1OC	106
NC(=O)c1nn(-c2ccccc2)nc1N1CCCC1	97
Cn1c(=O)oc2ccccc2c1=O	113
O=[N+]([O-])c1cccc(/C=N/Nc2nc(N/N=C/c3cccc([N+](=O)[O-])c3)nc(N3CCOCC3)n2)c1	52
COc1ccc(C2C=C(c3cc(OC)c(OC)c(OC)c3)N=C3SC=CN32)c(Br)c1 (stereo unspecified)	89
Cc1nn(-c2ccc(Cl)cc2)c(=O)n1CCN1CCOCC1	105

Another view of 19 compounds above:
Structure | HL-60(TB)
NS(=O)(=O)c1ccc(C(=O)NN2C(=O)c3cccc4cccc(c34)C2=O)cc1 | 104
CC(=O)N/N=C/c1ccc2c(c1)CCC2 | 121
Clc1ccc(-c2noc(CN3CCOCC3)n2)cc1 | 94
CC(C)NC(C)C | 108
CCOC(=O)C1=C(C)NC(SCc2nc(C)c(C)nc2C)N=C1c1ccc(C#N)cc1 (stereo unspecified) | 97
COc1cccc(CNc2ccnc3oc4ccc(N)cc4c23)c1 | 54
COc1ccc(C2CC(n3nnnc3-c3ccccc3)=NN2)cc1 (stereo unspecified) | 4.1*
CC(NCCCSc1ccccc1)C(O)c1ccc(O)cc1 (stereo unspecified) | 87
CC(C)CNc1nc(-c2ccc(Cl)cc2)n2ncc(C#N)c2n1 | 97
Cn1c(=O)[nH]c(=O)c2nc(CCC(=O)NCc3ccc(C(=O)O)cc3)c(=O)[nH]c21 | 100
CC(=O)N1N=C(c2ccc(Br)cc2)CC1c1ccc(C)s1 (stereo unspecified) | 91
c1ccc2c(c1)cnc1c3ccccc3n(CCCn3ccnc3)c21 | 64
COC(CN)c1ccccc1 (stereo unspecified) | 101
COC(=O)c1c[n+]([O-])ccc1OC | 106
NC(=O)c1nn(-c2ccccc2)nc1N1CCCC1 | 97
Cn1c(=O)oc2ccccc2c1=O | 113
O=[N+]([O-])c1cccc(/C=N/Nc2nc(N/N=C/c3cccc([N+](=O)[O-])c3)nc(N3CCOCC3)n2)c1 | 52
COc1ccc(C2C=C(c3cc(OC)c(OC)c(OC)c3)N=C3SC=CN32)c(Br)c1 (stereo unspecified) | 89
Cc1nn(-c2ccc(Cl)cc2)c(=O)n1CCN1CCOCC1 | 105

Next part
SMILES	HL-60(TB)
CCOc1ccc2nc(C)cc(Nc3cccc(O)c3)c2c1	87
Nc1cc(O)cc2cccnc12	98
CCC(C(=O)c1ccccc1)C1(C(=O)OC)NC(=S)NC(=O)C1C#N (stereo unspecified)	109
CC[C@]12C=CCN3CC[C@]4(C(=C(C(=O)OC)C1)Nc1cc5c(cc14)[C@@H]1[C@H](O5)[C@@H](O)[C@@]4(CC)CC(C(=O)OC)=C5Nc6cc(OC)ccc6[C@@]56CCN1[C@@H]46)[C@@H]32	5.1*
CC([C@H]1CCC2C3CCC4C[C@@H](NC=O)CC[C@]4(C)C3CC[C@@]21C)N(C)C (stereo partly specified)	-61*
O=C(OCc1ccc2c(Cl)cc(Cl)c(O)c2n1)N1CCNCC1	65
CCOc1ccc(/C=C/[N+](=O)[O-])cc1	105
CC(C)(C)NCCCCCO	77
COC(=O)[C@@H](NC(=O)c1cn(Cc2ccccc2)c2ccccc12)C(C)(C)C	103
